Assay outcomes (PubChem BioAssay)
Pf apPOL inh: Pf-apPOL DNA polymerase inhibition; inhibition, % at 10 µM; 0.25% of 210,000 active; AID 1794808; Recombinant Pf-apPOL, molecular beacon fluorescence, 1.5 h
mHTT-CaM PPI inh: mHTT-calmodulin interaction abrogation. AlphaScreen His-mHTT/GST-CaM binding, luminescence. inhibition, % at 15 µM. 3.6% of 190,000 active. AID 1671202;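 also: 0% = both proteins with DMSO and 100% = one protein alone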
An asterisk follows results filed as active; x = not tested or not shown; & = joins results of further samples. Rule as the data show it: active = inhibition above about 50%; inactive = the rest. Some of the compounds tested. The share of hits here may be higher or lower than overall.

SMILES	Pf apPOL inh	mHTT-CaM PPI inh
CCCS(=O)(=O)Nc1ccc(N2CCCCC2=O)c(OC)c1	-7	-1
COc1ccc(N2C(=O)CC(Nc3ccc(N4CCCCC4)cc3)C2=O)cc1 (centres undefined)	-3	24
Cc1cccc(N2CCN(Cc3ccsc3)CC2)c1C	1	-4
O=C(c1ccc(Br)o1)N(Cc1ccccc1)c1ccccn1	-3	-7
CN(CCC#N)C(=O)c1cc2n(n1)C(C(F)(F)F)CC(c1ccc(Cl)cc1)N2 (centres undefined)	-6	9
NC(=O)C1CCN(Cc2cncc(-c3ccc(Cl)cc3)c2)CC1	-3	7
O=C(CCCc1ccccc1)NC1C2CC3CC(C2)CC1C3 (centres undefined)	-2	-4
O=C(Nc1c[nH]c2ccccc12)N1CCN(c2ccc([N+](=O)[O-])cc2)CC1	3	25
CC(C)CC(=O)N1CCCC(C)(C(=O)NCc2ccc(F)cc2)C1 (centres undefined)	0	-7
Nc1ncnc(Sc2nc3ccccc3[nH]2)c1[N+](=O)[O-]	3&-3	79*
Cc1cc(C)c(S(=O)(=O)N2CCCC(C(F)(F)F)C2)c(C)c1 (centres undefined)	-3	-51
CCOc1ccccc1NC(=O)c1c(NCc2cccnc2)sc2c1CCC(C)C2 (centres undefined)	-18	25
COc1cc([N+](=O)[O-])ccc1-c1ccc(/C=C/c2cc(C(F)(F)F)[nH]c(=O)n2)o1	5	41
N#Cc1c2c(c(NCCN3CCCCC3)n3c1nc1ccccc13)CCC2	0	-4
Cc1ccc(C(=O)N2CCOCC2)c(Cl)c1	5	-2
CCN(Cc1ccccc1)S(=O)(=O)c1ccc(F)c(C(=O)Nc2cccc(Cl)c2)c1	-5	-13
Clc1ccc(C2Nc3ccccc3-c3nc4ccccc4n32)cc1Cl (centres undefined)	5	x
FC(F)(F)c1cc(-c2ccco2)nc(N2CCCCC2)n1	-9	-45
CCN(CC)S(=O)(=O)c1ccc(OC)c(OC)c1	-4	-4
Cc1cccc2sc(N(Cc3ccco3)C(=O)COc3ccccc3)nc12	2	-6

Next section.
SMILES	Pf apPOL inh	mHTT-CaM PPI inh
Cc1ccc(OCC(=O)Nc2nc3ccc(S(C)(=O)=O)cc3s2)c(Br)c1	-3	-2
Cc1cccn2c(=O)c(C=Nc3ccc(Cl)cc3)c(NCc3ccco3)nc12	2	4
O=C(Nc1ccc(F)c(Cl)c1)c1cn2c(n1)CSCC2	-3	6
COC(=O)Cn1cnc2c(-c3ccc(Cl)cc3)csc2c1=O	-10	7
O=C1CC(N2CCN(c3ncccn3)CC2)C(=O)N1c1cccc(Cl)c1 (centres undefined)	-6	-2
COc1cc(OC)cc(C(=O)N2CCc3c(c(C(=O)NCc4ccccc4)nn3C)C2)c1	-3	75*
O=c1c2c3c(sc2nc2c4ccccc4cnn12)CCCCC3	-1	23
CC1CCc2nc(NC(=O)CCS(=O)(=O)Cc3ccccc3)sc2C1 (centres undefined)	0	2
Cc1nc2ccc(Cl)cn2c(=O)c1NC(=O)c1cccs1	1	-4
CC1CCCCN1C(=O)C(C1CCCC1)N1CCN(C(=O)c2ccccc2)CC1 (centres undefined)	-4	2
O=C(N1CCN(S(=O)(=O)c2ccc(Br)s2)CC1)C12CC3CC(CC(C3)C1)C2	x	-3
CC(Oc1ccc(Cl)cc1Cl)c1nc(-c2ccc(NC(=O)c3ccccn3)cc2)no1 (centres undefined)	0	-3
O=C(ON=Cc1ccc2c(c1)OCO2)c1ccc(Cl)cc1	-1	x
Cc1ccc(OCC(=O)Nc2ccc([N+](=O)[O-])cc2Cl)cc1C	3	-9
CC(C)CC(CO)Nc1c2ccccc2nc2ccccc12 (centres undefined)	-8	-5
CCOC(=O)c1ccc(NC(=O)c2ccc(C(C)=O)cc2)cc1	-3	-12
COc1ccc(OCC(=O)N2CCC(Cc3nc4cccnc4n3C)C2)cc1 (centres undefined)	2	8
COc1ccccc1N1CCN(C(=O)C2CC2)CC1	-1	-6
COc1ccc(C2=N/C(=C\c3ccc(C)o3)C(=O)O2)cc1Br	-4	7
Cc1nc2ccccc2nc1N1CCN(C(=O)c2ccc(N(C)C)cc2)CC1	-1	1

Among those listed so far, two have a cyano group:
SMILES	Pf apPOL inh	mHTT-CaM PPI inh
CN(CCC#N)C(=O)c1cc2n(n1)C(C(F)(F)F)CC(c1ccc(Cl)cc1)N2 (centres undefined)	-6	9
N#Cc1c2c(c(NCCN3CCCCC3)n3c1nc1ccccc13)CCC2	0	-4

Going on with the list:
SMILES	Pf apPOL inh	mHTT-CaM PPI inh
COc1ccccc1-c1coc2c(CN3CCCCC3)c(O)ccc2c1=O	-3	-5
Clc1ccc(OCc2nnc3c4cnn(Cc5ccccc5)c4ncn23)cc1	-1	2
Cc1cc(C(=O)NC2CC2)c2cc(Cl)ccc2n1	-6	1
COc1ccc(Cl)cc1NC(=O)CN1C(=O)c2ccccc2C1=O	-6	8
Cc1c(C(=O)Nc2ccc3c(c2)CCCN3C(=O)c2cccs2)cccc1[N+](=O)[O-]	-1	19
COc1ccc(C(C)=O)cc1CSc1nc2ccccc2o1	-2	-11
CCC(=O)NCc1csc(C2CCN(C(=O)c3ccccc3C)CC2)n1	-6	3
O=C(O)CCCNC(=O)/C(=C\c1ccc2c(c1)OCO2)NC(=O)c1ccccc1Cl	-6	2
O=C(NCc1ccc2c(c1)OCO2)c1ccc(N2CCOCC2)c([N+](=O)[O-])c1	-3	15
CCS(=O)(=O)NC1CN(C2CCOCC2)CC1c1cccnc1 (centres undefined)	-4	-5
COc1ccccc1NC(=O)NCCC1CCN(C(=O)Nc2cccc(Cl)c2)CC1	6	-2
CCN(CC)C(=O)Cn1cc(/C=C2/C(=O)NC(=O)N(CC)C2=O)c2ccccc21	0	12
CC(=O)Nc1ccc(Nc2nc(-c3c(C)nc4cc(C)ccn34)cs2)cc1	0	22
Cc1ccc(NC(=O)Cn2nc3c(cc2=O)CCCC3)cc1Cl	6	1
Brc1cccc(C2=CC(c3cccs3)n3nnnc3N2)c1 (centres undefined)	-3	4
Cc1ccc(-c2noc(CCN3CCN(c4ccccn4)CC3)n2)cc1	2	-1
COc1ccccc1C1CC(c2cccc(F)c2)=NN1C(=O)CN1CCOCC1 (centres undefined)	-3	66*
COc1ccc(NC(=O)c2cccc(S(=O)(=O)N3CCOCC3)c2)cc1	1	0
CCCn1nc(-c2ccco2)c2sc(N3CCOCC3)nc2c1=O	-1	23
O=C(Nc1sc2c(c1C(=O)NC1CCS(=O)(=O)C1)CCCC2)c1ccc(Cl)cc1 (centres undefined)	-10	3

Additional structures follow:
SMILES	Pf apPOL inh	mHTT-CaM PPI inh
O=C(CSCc1ccc([N+](=O)[O-])cc1)NC1CCCCCC1	-4	5
Cc1[nH]c(C(=O)N2CCC(CC(=O)NC3CCCCC3)CC2)c(C)c1C	0	3
CC(=O)c1cc(C(=O)Nc2ccc(C(=O)O)cc2)oc1C	0	-1
COc1ccc(CN2CCN(C(=O)c3ccccc3)CC2)cn1	2	-9
O=C1c2ccccc2C2(O)N(c3ccccc3)C(=S)N(c3ccccc3)C12O (centres undefined)	x	2
CC(C)C1COC(c2cccc(C3=NC(C(C)C)CO3)n2)=N1 (centres undefined)	-2	x
CC(C)CC(=O)N1CCCC1c1ccc(F)cc1 (centres undefined)	-1	-8
NC(=O)c1ccc2c(c1)CCN2C(=O)C1CC1	-2	-2
CSc1ccc(C2Nc3ccccc3NC3=C2C(=O)CC(c2ccccc2)C3)cc1 (centres undefined)	-10	49
COc1ccc(CN(C)C2CCCCC2)cc1OC	-5	-2
N#CC1=C(N)Oc2nc[nH]c(=O)c2C1c1ccoc1 (centres undefined)	x	-3
CC(=O)N1c2ccccc2C(=O)OC1c1sc(Cl)c(Cl)c1Cl (centres undefined)	6	-8
CCOc1cccc2c1OC(c1cccc(Cl)c1)N1N=C(c3cccnc3)CC21 (centres undefined)	-16	29
O=C(CCc1csc(NC(=O)c2ccc[nH]c2=O)n1)NCC1CCCO1 (centres undefined)	-11	-3
CCc1ccc(N2C(=O)SC(Nc3ccc(S(N)(=O)=O)cc3)C2=O)cc1 (centres undefined)	2	3
O=C(Nc1ccc(Cl)cc1)C1=Cc2cc(Cl)ccc2OC1	-1&5	x
Cc1c(Cl)cccc1NC(=O)c1cnn2c(C(F)(F)F)cc(-c3ccco3)nc12	1	3
Cc1ccc(C(=O)N2CCc3sc(C(=O)NC4CCCC4)cc3C2)cc1	-2	-4
CC(=O)NC1C(Oc2cccc(C)c2)OC2COC(c3ccco3)OC2C1O (centres undefined)	-9	10
CCC(=O)N1CCc2sc(C(=O)NCc3cccc(OC)c3OC)cc2C1	-1	10

Brought forward from above: six entries; new compounds follow.
SMILES	Pf apPOL inh	mHTT-CaM PPI inh
CCc1ccc(N2C(=O)SC(Nc3ccc(S(N)(=O)=O)cc3)C2=O)cc1 (centres undefined)	2	3
O=C(Nc1ccc(Cl)cc1)C1=Cc2cc(Cl)ccc2OC1	-1&5	x
Cc1c(Cl)cccc1NC(=O)c1cnn2c(C(F)(F)F)cc(-c3ccco3)nc12	1	3
Cc1ccc(C(=O)N2CCc3sc(C(=O)NC4CCCC4)cc3C2)cc1	-2	-4
CC(=O)NC1C(Oc2cccc(C)c2)OC2COC(c3ccco3)OC2C1O (centres undefined)	-9	10
CCC(=O)N1CCc2sc(C(=O)NCc3cccc(OC)c3OC)cc2C1	-1	10
CCCC1c2ccc(C)n2CCN1C(=O)NCc1ccccc1 (centres undefined)	1	4
CCOC(CNC(=O)c1cccn2c(=O)c3cc(Cl)ccc3nc12)OCC	6	12
CS(=O)(=O)N=C(N)c1ccncc1	-2	x
O=C(Cc1ccccc1[N+](=O)[O-])NCCCc1ccccc1	4	-6
CC(=O)Nc1ncccc1OC(C)=O	-4	x
Cc1nn(C)c2sc(C(=O)NC3CCCCNC3=O)cc12 (centres undefined)	-9	x
COc1cnn(-c2ccccc2)c(=O)c1Cl	1	-6
Cc1c(Cl)cccc1NC(=O)c1cc2ccccc2o1	-6	-5
CCOc1ccc(CCN2C(=O)CCC2(C)C(=O)NC(C)CC)cc1OCC (centres undefined)	3	1
COC(=O)CNC(=O)N1CCCC1c1ccccc1C (centres undefined)	-3	-8
Cc1csc(-c2cn(CC(=O)Nc3ccc(F)c(Cl)c3)cn2)n1	1	23
CC(C)CC(=O)N1CCN(c2ccc([N+](=O)[O-])c(NCc3ccccc3)c2)CC1	0	30
C=CCNC(=S)NNC(=O)Cc1ccc([N+](=O)[O-])cc1	-14	x
N#Cc1ccc(C2=COC3(CCCN(C(=O)c4ccc(Cl)cc4)C3)C2)cc1 (centres undefined)	-5	-5
O=C(NCC1(c2ccccc2)CCOCC1)c1cc2ccccc2o1	0	1
N#Cc1c(NC(=O)CCN2C(=O)c3ccccc3C2=O)sc2c1CCCC2	-3	-8
O=C(NC1CCCC1)C1CCN(c2cc(N3CCCCC3)ncn2)CC1	2	-6
COc1cccc(C2C(C(C)=O)=C(O)C(=O)N2CCc2ccccc2)c1 (centres undefined)	3	-2
Cc1c(C=O)c2ccccc2n1CC(=O)NC1CCCCCC1	-2	0
CCN1c2ccccc2C(=O)NC12CCN(C(=O)Nc1cccc(OC)c1)CC2	-2	4

Next compounds.
SMILES	Pf apPOL inh	mHTT-CaM PPI inh
Cc1cccn2cc(-c3ccc(F)cc3)nc12	-4	0
O=[N+]([O-])c1ccc(CN2CC(N3CCN(CC4CC4)CC3)CS2(=O)=O)cc1 (centres undefined)	-4	3
O=C(NCCn1ncc2c(=O)n(Cc3ccccc3)cnc21)c1cc(-c2cccs2)[nH]n1	-14	-9
COc1ccc(CNC23CC4CC(CC(C4)C2)C3)cc1	-2	-6
COCCN=C1Nc2ccccc2NC12CCCN(S(=O)(=O)c1ccc(OC)cc1)C2 (centres undefined)	-5	15
COc1cc(O)c(C=O)c(OC)c1[N+](=O)[O-]	-2	2
O=C(CSc1ncn(-c2ccccc2)n1)Nc1ccc(Br)cn1	-61	2
CCOC(=O)N1CCN(CC(O)COC2CC(C)CC(C)(C)C2)CC1 (centres undefined)	0	6
CC(=O)C1=C(O)C(=O)N(c2ccccn2)C1c1cccnc1 (centres undefined)	-10	-5
CCOc1ccccc1NC(=O)Cn1cccc(S(=O)(=O)N2CCC(C)CC2)c1=O	-2	-5
Cc1cc(C2CCCN2C(=O)Cc2ccc(F)cc2)no1 (centres undefined)	1	-4
Cc1cc(C2CCCN2C(=O)Cc2ccc(F)cc2)on1 (centres undefined)	6	-1
CC(C)C1c2cccn2CCN1C(=O)Nc1ccccc1C(F)(F)F (centres undefined)	-3	-4
O=C(O)Cc1ccc(NC(=O)c2cccs2)cc1	1	-5
COc1ccc(C)cc1NS(=O)(=O)c1ccc2c(c1)CC(C)N2C(C)=O (centres undefined)	-3	8
COc1ccccc1C(CC(=O)O)c1ccco1 (centres undefined)	-4	-1
CCN(CC)Cc1c(O)ccc2c(=O)c(-c3ccccc3Cl)coc12	-4	0
CC12CC(c3ccccc3O1)C(C(=O)N1CCN(c3ccccc3F)CC1)C(=O)N2 (centres undefined)	-6	-10
CCOC(=O)C(C#N)=CNC1CCN(Cc2ccccc2)CC1	-7	x
CCCn1c(CNC(=O)c2ccc(OC)c(OC)c2)nc2ccccc21	1	3

(listing goes on)
SMILES	Pf apPOL inh	mHTT-CaM PPI inh
Cc1cc(C)n2nc(SCc3cccc(F)c3)nc2n1	-10	14
O=C1C(=Cc2cc3cc(Br)ccc3o2)Oc2c1ccc(O)c2CN1CCCC1	-4	-6
CCOc1ccc(NC(=O)CC2Nc3cc(C)c(C)cc3NC2=O)c([N+](=O)[O-])c1 (centres undefined)	-9	18
CCOc1ccc(C(=O)Nc2ccc(S(=O)(=O)Nc3nnc(CC)s3)cc2)cc1	-122	-1
